From PubChem
LEDGF integ inh = blocks HIV-1 LEDGF/p75-dependent DNA integration. AID 743269. TR-FRET IN-LEDGF/p75 DNA integration, Eu/Cy5. inhibition, % at 3.7 µM. 370,000 compounds, 0.64% hits;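 active means inhibition above the screen-wide mean plus 3 SD, cut at about 13% in these data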;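 further: signal is the Cy5 over europium emission ratio at 671 and 618 nm; 0% = plate median of compound wells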
TDP2 inh = blocks human TDP2 phosphodiesterase activity. O95551. recombinant TDP2, T5PNP hydrolysis, p-nitrophenol absorbance 415 nm. inhibition, % at 12.8 µM. 370,000 compounds, 0.34% hits;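 active means inhibition above the mean of all tested compounds plus 3 SD, set per campaign, cut at about 25% in these data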;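 further: 0% = DMSO with enzyme and 100% = buffer with substrate but no TDP2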
Target sequence (O95551 whole entry, looked up): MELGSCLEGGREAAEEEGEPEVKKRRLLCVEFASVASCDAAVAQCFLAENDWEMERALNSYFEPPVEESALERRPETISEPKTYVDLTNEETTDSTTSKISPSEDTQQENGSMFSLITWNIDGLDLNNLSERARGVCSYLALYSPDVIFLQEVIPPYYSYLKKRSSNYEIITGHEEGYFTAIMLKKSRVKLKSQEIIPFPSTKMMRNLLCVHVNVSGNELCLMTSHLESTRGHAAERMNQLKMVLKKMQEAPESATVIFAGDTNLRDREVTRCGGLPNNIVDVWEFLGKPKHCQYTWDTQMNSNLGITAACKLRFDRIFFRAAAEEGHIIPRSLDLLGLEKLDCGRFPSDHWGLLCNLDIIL
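Evaluation: % inhibition relative to enzyme-containing and enzyme-free wells. Material: recombinant human TDP2. Benchmarks: enzyme-free and DMSO wells. Timing: enzyme reaction with compound for 2 h at 37 °C. Compound dosing: 12.8 µM only. Measured by: p-Nitrophenol epi absorbance. Reagent: T5PNP substrate at 5 mM, a TopII-DNA adduct mimic. Replication: single well per compound.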
PRMT1 FP inh = inhibitors of human PRMT1; recombinant PRMT1, activity-based probe fluorescence polarization; inhibition, % at 2.79 µM; 370,000 compounds, 1.3% hits; AID 652257;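 active means inhibition above about 21% made by adding two undisclosed values, limit read from the data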
KLK7 zymogen act = activates the human kallikrein-7 zymogen. P49862. 370,000 compounds, 0.9% hits. AID 652039. activation, % at 7 µM. purified proKLK7, EDANS-DABCYL substrate fluorescence; 100% is mature enzyme control, 0% vehicle;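 active means activation above the mean of all tested compounds plus 3 SD, computed per campaign excluding outliers beyond control limits, cut at about 13% in these data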
Target sequence (P49862 whole entry, looked up): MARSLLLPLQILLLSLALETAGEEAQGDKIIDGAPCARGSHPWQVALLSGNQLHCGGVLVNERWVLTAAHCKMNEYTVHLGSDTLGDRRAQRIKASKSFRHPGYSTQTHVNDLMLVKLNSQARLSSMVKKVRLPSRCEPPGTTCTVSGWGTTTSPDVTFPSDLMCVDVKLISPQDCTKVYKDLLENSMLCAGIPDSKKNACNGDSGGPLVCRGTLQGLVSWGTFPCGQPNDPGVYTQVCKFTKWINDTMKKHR
MBD2 inh = blocks human MBD2 binding to methylated DNA | Q9UBB5 | TR-FRET, MBD2 binding to methylated oligonucleotide | inhibition, % at 4.4 µM | 370,000 compounds, 0.31% hits; in the data active means inhibition above about 13%
Target sequence (Q9UBB5 whole entry, looked up): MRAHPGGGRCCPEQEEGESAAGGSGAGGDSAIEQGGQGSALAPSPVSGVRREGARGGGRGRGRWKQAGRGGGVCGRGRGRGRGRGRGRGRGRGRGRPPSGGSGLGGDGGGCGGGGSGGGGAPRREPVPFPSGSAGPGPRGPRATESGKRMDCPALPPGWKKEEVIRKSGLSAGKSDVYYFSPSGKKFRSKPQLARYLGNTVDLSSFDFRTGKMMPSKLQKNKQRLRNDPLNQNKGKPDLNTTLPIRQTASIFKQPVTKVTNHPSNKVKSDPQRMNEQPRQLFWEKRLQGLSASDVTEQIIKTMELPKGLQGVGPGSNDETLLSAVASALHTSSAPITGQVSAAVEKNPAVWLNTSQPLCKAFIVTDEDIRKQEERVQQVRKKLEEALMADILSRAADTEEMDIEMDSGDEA
DDE Tn6 FP inh = DD(E)-Tn6 binding inhibition, primary FP screen | P02675 | Fibrin DD(E) TRITC-Tn6 fluorescence polarization displacement | inhibition, % at 8.3 µM | 370,000 compounds, 0.21% hits | AID 720509;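 active means inhibition above a per-campaign cutoff: mean of compounds within control limits plus 3 SD, cut at about 15% in these data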;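 further: 0% = median of all compound wells on the plate and 100% = blocking peptide control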
SIAE inh = blocks human sialic acid acetylesterase; SIAE FP-Rh probe binding, fluorescence polarization; inhibition, % at 9.66 µM; 370,000 compounds, 0.69% hits; AID 1053197;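 active means inhibition above a cutoff: mean of compounds within the control limits plus 3 SD of those, cut at about 17% in these data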;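 further: 0% = plate median of compound wells and 100% = probe without SIAE protein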
UHRF1 MBD2 ctr = blocks human UHRF1 binding to methylated DNA; inhibition, % at 4.4 µM; UHRF1 binding to methylated oligo, TR-FRET; 370,000 compounds, 0.75% hits; AID 687016; in the data active means inhibition above about 21%;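 further: UHRF1 SRA domain binding a hemimethylated CpG hairpin DNA probe; 0% = median of test compound wells and 100% = reference inhibitor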
DDE Tn7 FP inh = inhibitors of Tn7 peptide binding to human fibrin DD(E); FP displacement of FITC-Tn7 peptide from fibrin DD(E); 0% = median of compound wells per plate; 370,000 compounds, 0.13% hits; inhibition, % at 8.3 µM; P02675;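 active means inhibition above the mean of compounds falling within the control limits plus 3 SD of them, cut at about 14% in these data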;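 further: 0% = plate median of compound wells and 100% = 10 µM Aha-Tn7 peptide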
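Assay system: Fibrin-DD(E) protein isolated from polymerized human fibrin clots; read-out basis: percent inhibition; medium: Tris/NaCl/CaCl2 buffer, pH 7.8; signal: FP measurement; incubation: 10 min plus 3 h, room temperature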
TCR CD3 inh = human TCR-CD3 binding inhibition; TAMRA-labeled TCR probe fluorescence, biochemical; inhibition, % at 9.4 µM; 360,000 compounds, 0.37% hits; in the data active means inhibition above about 19%;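 further: recombinant mutant TCR 2C K166C tagged with TAMRA read by polarization; 0% = receptor in buffer alone and 100% = receptor with positive control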
Active calls of the source: *.

SMILES	LEDGF integ inh	TDP2 inh	PRMT1 FP inh	KLK7 zymogen act	MBD2 inh	DDE Tn6 FP inh	SIAE inh	UHRF1 MBD2 ctr	DDE Tn7 FP inh	TCR CD3 inh
C=CCN1c2ccccc2[C@]23C[C@@H](C(=O)OC)N(C(C)=O)C2=NC(C(=O)OC)=C(C(=O)OC)[C@H]13	-1	12	-3	-0.4	2	-2	1	-4	-2	-2
CC(C)c1ccc(OCC(=O)N2CCc3ccccc3C2)cc1	0	-4	0	-0.3	1	-9	-6	-4	-5	2
CCCc1[nH]c(=O)c(C#N)c2c1COC(C)(C)C2	6	4	-3	0.2	-3	-1	-2	-4	1	1
COc1ccc(N2C(=O)[C@@H]3Cc4ccccc4CN3C2=O)cc1	0	3	-2	0.2	3	5	-2	-4	0	-6
Cc1noc(C)c1S(=O)(=O)NCc1ccc2c(c1)OCO2	6	-6	-6	-0.5	-4	6	-7	3	3	1
Cc1ccc(C=NNC(=O)c2cc(-c3cccnc3)nc3ccccc23)o1	1	1	0	-0.3	-4	4	-2	-3	2	5
CCOC(=O)CNC(=O)CSc1nc2nc(C)c(Br)cc2[nH]1	4	4	0	0.1	-2	7	-4	-1	-3	6
COc1ccc(NC(C)=O)cc1NC(=O)CN1CCN(S(=O)(=O)c2ccc(C(C)C)cc2)CC1	0	4	3	-1.0	8	-7	10	1	-6	-2
CC(=NNC(=O)CCC(=O)Nc1ccccc1Cl)c1ccco1	0	-2	-2	0.1	1	-7	2	2	0	-1
COc1ccc(N2CCN(CCNC(=O)CCNS(=O)(=O)c3cccs3)CC2)cc1	3	-14	2	-0.4	10	-12	-2	6	-3	-9
CCOC(=O)Cn1nnnc1CN(Cc1cccs1)Cc1cc2cc(C)cc(C)c2[nH]c1=O	0	-4	4	-6.9	-3	1	-4	1	2	0
COc1cccc(NC(=O)C2CCC(CNC(=O)[C@@H]3Cc4ccccc4CN3)CC2)c1 (stereo partly drawn)	-3	-6	-2	0.0	-3	5	-1	-1	1	4
O=C(NCC1CCCCC1)c1csc([C@@H]2O[C@H](CO)[C@H](O)[C@H](O)[C@H]2O)n1	-5	10	-1	-0.4	0	0	3	0	2	-2
CCC(=O)Nc1nc2c(OC)ccc(OC)c2s1	-2	-3	2	1.2	3	3	0	-1	-8	-4
Cn1nnnc1SCC(=O)Nc1cccc([N+](=O)[O-])c1	4	-9	-1	0.2	2	-4	-10	1	-7	5
CCOc1ccc(N2C(=O)CC(Cc3ccc(Br)cc3)C2=O)cc1 (stereo not drawn)	0	11	-1	0.1	2	7	1	0	-5	8
O=C(Nc1ccc(Cl)cc1)Nc1nnc(SCc2ccccc2)s1	-2	-5	-1	-0.4	-1	4	-3	6	-8	-1
O=C(COC(=O)COc1ccccc1)NC1CCCC1	4	9	1	-0.1	3	-5	-2	-1	-9	0
COc1ccc(C(=O)CN2C(=O)NC3(CCCCCC3)C2=O)cc1	6	-8	-4	0.1	-6	-8	-6	-2	1	6
Cc1ccc(CC(=O)Nc2ccc(S(=O)(=O)Nc3ncccn3)cc2)cc1	4	14	-1	-0.3	1	0	1	-2	0	6
O=C1OC(c2ccc(Cl)cc2)=C/C1=C/c1cccnc1	-4	6	2	0.1	1	3	3	1	0	2
C=C(C)Cn1c(SCC(=O)N/N=C/c2ccccc2OCC(=O)O)nnc1-c1ccc(Br)cc1	1	3	4	-0.3	-1	0	-3	0	4	1
Cc1c(Cl)c(C(=O)NC2C3CC4CC(C3)CC2C4)nn1C (stereo not drawn)	-3	-15	2	0.4	4	1	-1	6	-5	-5
Cc1cccc(N(Cc2ccccc2)C(=O)c2cc(S(=O)(=O)N3CCOCC3)ccc2F)c1	-2	-1	-1	0.2	-1	3	-5	1	1	-1
CCc1ccc(S(=O)(=O)NCC2(N3CCOCC3)CCCCC2)cc1	0	6	-4	0.4	-9	2	1	-2	10	-1
CCCCOC(=O)c1ccc(NC(=O)C(=O)NCc2ccncc2)cc1	4	-6	-3	0.2	-2	6	3	6	6	5
CCOC(=O)c1cc2c(N)c(C(=O)c3cc(C#N)c(SC)nc3C)sc2nc1C	4	1	1	-0.2	1	5	-6	1	5	6
N#CCSc1nnc(-c2c[nH]c3ccccc23)o1	-1	19	2	0.6	-6	-9	9	-1	-2	-2
COc1ccc(CCNC(=O)C(=O)NCC2OCCN2S(=O)(=O)c2ccc(OC)cc2)cc1 (stereo not drawn)	-1	1	30*	-0.4	11	7	2	10	-3	49*
Cc1occc1C(=O)N/N=C/C(Br)=C\c1ccccc1	4	-9	-6	0.2	-2	0	-3	-5	4	6

Whole records, quoted from the list. Order of values: LEDGF integ inh, TDP2 inh, PRMT1 FP inh, KLK7 zymogen act, MBD2 inh, DDE Tn6 FP inh, SIAE inh, UHRF1 MBD2 ctr, DDE Tn7 FP inh, TCR CD3 inh
CCOC(=O)c1cc2c(N)c(C(=O)c3cc(C#N)c(SC)nc3C)sc2nc1C as listed: 4, 1, 1, -0.2, 1, 5, -6, 1, 5, 6
N#CCSc1nnc(-c2c[nH]c3ccccc23)o1 as listed: -1, 19, 2, 0.6, -6, -9, 9, -1, -2, -2
O=C(Nc1ccc(Cl)cc1)Nc1nnc(SCc2ccccc2)s1 as listed: -2, -5, -1, -0.4, -1, 4, -3, 6, -8, -1
CCOc1ccc(N2C(=O)CC(Cc3ccc(Br)cc3)C2=O)cc1 (stereo not drawn) as listed: 0, 11, -1, 0.1, 2, 7, 1, 0, -5, 8
O=C(COC(=O)COc1ccccc1)NC1CCCC1 as listed: 4, 9, 1, -0.1, 3, -5, -2, -1, -9, 0

Next section
SMILES	LEDGF integ inh	TDP2 inh	PRMT1 FP inh	KLK7 zymogen act	MBD2 inh	DDE Tn6 FP inh	SIAE inh	UHRF1 MBD2 ctr	DDE Tn7 FP inh	TCR CD3 inh
Cn1c(=O)cc(NCCc2ccccc2)[nH]c1=O	0	0	7	-0.4	2	-4	-4	-1	1	-5
CC(C)(C)NC(=O)C(c1ccc(C#N)cc1)n1c(=O)c(-c2ccccc2)nc2ccccc21 (stereo not drawn)	-2	-8	5	-4.1	-3	3	-3	4	0	-9
Cc1ccc(OCC(=O)NNC(=O)CCC(=O)Nc2ccc(C)cc2C)cc1	-3	-4	-1	-0.1	5	0	2	-2	2	10
CCC(C)N(C(=O)COC(=O)Cc1n[nH]c(=O)c2ccccc12)C1CCS(=O)(=O)C1 (stereo not drawn)	-4	5	-1	-0.2	5	8	-1	8	2	-6
COc1ccc(N2CCN(Cc3cc(=O)c(OCC(=O)Nc4ccccc4)co3)CC2)cc1	0	-6	5	-0.5	4	-3	5	0	-2	-3
Fc1ccc(NC(=S)Nc2ccc(Cl)cc2Cl)cc1	-4	7	4	-0.6	8	6	2	0	-5	-3
CC(=O)N1N=C(c2cccc(NS(C)(=O)=O)c2)CC1c1cccs1 (stereo not drawn)	-9	-3	1	-2.4	-1	4	-4	3	-6	-1
CCN(CC)CCn1c2c(c(SCC(=O)Nc3ccc4c(c3)OCO4)nc1=O)CCC2	1	8	0	0.2	0	3	-3	0	6	-1
Cn1cccc1C1CCCN1CC(=O)Nc1c(Cl)cc(Cl)cc1Cl (stereo not drawn)	2	-1	2	0.7	2	5	6	0	-5	5
CCc1nc2ccc(C(=O)NCCCN3CCCC3=O)cn2c1N(C=O)CC	3	3	-4	0.0	-2	-9	-4	-1	5	6
COc1ccc(Cl)cc1C(=O)O/N=C(\N)c1ccccn1	5	-11	1	-0.1	0	-3	1	0	-9	2
COC(=O)CCCCC(=O)OC	-2	9	1	0.4	1	4	0	1	0	1
N/C(=N\OC(=O)CCCN1C(=O)c2ccccc2C1=O)c1ccccn1	0	5	-1	0.1	2	9	-6	0	7	0
COc1ccc(OCCSc2nnc(C(C)NC(=O)c3ccccc3F)n2C)cc1 (stereo not drawn)	4	1	-4	-0.1	-3	5	0	-3	-1	-5
CCOC(=O)N1C2C=C(C)[C@@H]2[C@@H]2CC(=O)N21 (stereo partly drawn)	-2	6	2	0.1	5	3	-2	3	5	0
Cc1ccc(CSc2nc3[nH]ncc3c(=O)[nH]2)cc1	-2	2	1	-0.2	2	-5	-5	3	0	3
CCOc1ccccc1NCc1cc(=O)oc2cc(C)c(O)cc12	-4	-5	0	-0.6	5	3	1	2	3	-3
CC(C(=O)NCC1CCCCC1)N(C)Cc1ccc(Br)cc1 (stereo not drawn)	-2	-6	0	-0.2	1	-4	1	1	3	-4
CC(C)C1C(=O)N(Cc2cn(CCC3OCCO3)nn2)CCS(=O)(=O)N1Cc1ccc(-c2ccc(Cl)cc2)cc1 (stereo not drawn)	-5	0	1	-0.1	-1	8	-22	-1	0	6
COC(=O)[C@]12CCCCC=C1N(Cc1cccc3ccccc13)C(=O)[C@H](CC(=O)N1CCC(c3ccccc3)CC1)C2	2	1	1	-0.5	-3	-2	-3	-1	-5	-7
CC(NC(=O)Cc1ccccc1)c1ccccc1 (stereo not drawn)	2	-9	-1	0.3	-5	2	-7	-2	0	4
Clc1cccc(Cl)c1CNc1ccc(N2CCCC2)cc1	4	2	8	-2.3	1	0	8	-4	7	-2
COc1ccc(CN2CCCC(N3CCN(c4cccc(Cl)c4)CC3)C2)cc1OC (stereo not drawn)	4	-14	-5	-0.1	3	-7	0	6	-7	-5
Cn1ccnc1Sc1nc2ccccc2nc1NS(=O)(=O)c1ccccc1	-1	2	5	-0.2	3	-1	0	3	1	6
CC(=O)Oc1ccc(N2C(=O)C3C(C2=O)C(C(=O)c2ccc(Cl)cc2)N2CCCC32)cc1 (stereo not drawn)	0	3	4	-1.2	1	0	2	0	-4	-4
CN(C)c1ccc(/C=N\NC(=O)c2cccc3cc[nH]c23)cc1	0	7	-2	-0.3	-2	-6	16	-3	1	-2
O=C(NCc1ccccc1)c1cnc(Cc2c[nH]c3ccccc23)c(I)c1	-3	-12	4	0.5	-2	-10	5	-4	-3	3
O=C(O)c1ccccc1Sc1ccccc1S(=O)(=O)NC1CCCCC1	0	-8	-3	0.2	-3	4	-4	-1	3	0
C[C@H](CO)N1C[C@H](C)[C@H](CN(C)C(=O)Nc2cccc3ccccc23)Oc2c(NC(=O)c3ccc(-c4nccs4)cc3)cccc2C1=O	1	-25	3	-1.6	-7	-6	-13	-1	-4	-6
Cc1ccc(NC(=O)C(C)C(=O)Nc2ccc(C)cc2)cc1	4	-1	-1	0.0	12	-1	-10	3	-1	-4
CC(=O)Nc1ccc(S(=O)(=O)Nc2nc3ccccc3nc2Nc2ccc3ccccc3c2)cc1	-2	6	0	0.7	0	9	-1	0	-1	-5
CCOc1ccc(CN(C)CC(=O)Nc2ccc3c(c2)CCC3)cc1OC	-5	-1	2	0.3	6	-12	-2	3	-2	-2
O=C1CC(c2ccccc2)CC(O)=C1C=NCCN1CCN(C(=S)Nc2cccc(Cl)c2)CC1 (stereo not drawn)	4	-2	-6	0.3	-5	2	5	-3	1	0
CCCCCCCCCCn1cc(C(C)=O)c(=O)[nH]c1=O	3	4	0	1.0	3	3	-1	-2	-2	-5
